MT1-MMP act inh: MT1-MMP (human) activation inhibition | P50281 | GFP/RFP ratio change, % at 20 µM | HT1080 RFP-PRO-GFP cells, GFP/RFP ratio fluorescence, overnight; percent of plate control window, DMSO zero | hit rate 0.061% among 360,000;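 active = GFP/RFP ratio change of at least 30% with cell ATP level not reduced by more than half and red fluorescence within 50% of control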; note: strong numbers were not always called active
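Assay system: HT1080 cells carrying an RFP-PRO-GFP reporter | Dosing: Single dose of 20 µM compound, 1% DMSO final | Incubation: Cells overnight before dosing, compound overnight, 37 °C, 5% CO2 | Evaluation: GFP/RFP fluorescence ratio | Control set: DMSO and RFP-L50D-GFP cell wells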
NadD block: blocks S. aureus nicotinate mononucleotide adenylyltransferase; purified NadD enzyme, colorimetric absorbance read-out; inhibition, % at 20 µM; hit rate 0.78% among 360,000; in the data active = inhibition above about 26%; note: some compounds past the cut are filed as inactive
CendR NRP1 mod: NRP-1/CendR interaction modulation; hit rate 0.85% among 360,000; FAM-RPARPAR peptide binding to NRP-1, fluorescence polarization; O14786; inhibition, % at 25 µM;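 active = inhibition or corrected inhibition above about 18%, plus a signal ratio from 0.5 to 1.5, limit read from the data, passing the limit was not always enough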; note: strong numbers were not always called active
Scp1 inh: Scp-1 (human) phosphatase inhibition; hit rate 0.88% among 340,000; Recombinant Scp1, phosphopeptide, malachite green phosphate absorbance; Q9GZU7; inhibition, % at 20 µM;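 active = inhibition above about 50% at 20 µM, limit read from the data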;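 note: plate controls were DMSO wells with enzyme for no effect and wells lacking enzyme for full effect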
Target sequence (Q9GZU7 76-261 limits assumed): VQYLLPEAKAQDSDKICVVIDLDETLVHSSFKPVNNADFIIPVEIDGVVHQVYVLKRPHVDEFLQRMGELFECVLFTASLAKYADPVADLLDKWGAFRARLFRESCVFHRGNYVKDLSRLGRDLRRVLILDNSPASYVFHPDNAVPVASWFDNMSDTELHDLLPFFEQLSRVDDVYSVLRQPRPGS
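Incubation: 45 min enzyme reaction at room temperature / System: truncated SCP-1 phosphatase (76-261aa) / Reagent: Phospho 17-mer peptide substrate / Buffer or medium: Acidic Tris acetate buffer with magnesium and detergent / Signal: absorbance at 630 nm / Doses: one concentration, 20 µM, with 1.0% DMSO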
LMPTP inh: blocks human LMPTP phosphatase | P24666 | recombinant LMPTP-A, OMFP fluorogenic substrate, fluorescence intensity | inhibition, % at 20 µM | hit rate 0.22% among 360,000 | AID 651560;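 active = compounds that cut the enzyme signal by at least half of the control window in the single-dose screen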;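 note: plate controls were DMSO wells with enzyme plus substrate for no effect and substrate without enzyme for full effect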
Target sequence (P24666 whole entry, looked up): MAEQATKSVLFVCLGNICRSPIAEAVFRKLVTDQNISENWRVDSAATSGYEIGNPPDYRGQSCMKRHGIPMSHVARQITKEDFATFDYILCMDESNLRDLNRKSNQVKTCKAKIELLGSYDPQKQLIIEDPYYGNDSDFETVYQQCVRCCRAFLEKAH
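Test system: LMPTP-A phosphatase enzyme. Amount: LMPTP-A at 0.625 nM final in the reaction. Reagent: OMFP substrate, 400 µM final. Times: 50 min at room temperature. Signal: endpoint fluorescence intensity from OMFP dephosphorylation. Read-out basis: % inhibition. Benchmarks: no-enzyme and uninhibited controls.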
STEP block: inhibitors of human striatal-enriched phosphatase STEP. P54829. recombinant STEP, OMFP fluorogenic substrate, fluorescence. AID 588621. inhibition, % at 20 µM. hit rate 0.25% among 360,000;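 active = inhibition at 20 µM, scaled per plate between control wells, above about 37%, limit read from the data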;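 note: 0% = DMSO with enzyme and substrate and 100% = substrate only without enzyme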
Target sequence (P54829 whole entry, looked up): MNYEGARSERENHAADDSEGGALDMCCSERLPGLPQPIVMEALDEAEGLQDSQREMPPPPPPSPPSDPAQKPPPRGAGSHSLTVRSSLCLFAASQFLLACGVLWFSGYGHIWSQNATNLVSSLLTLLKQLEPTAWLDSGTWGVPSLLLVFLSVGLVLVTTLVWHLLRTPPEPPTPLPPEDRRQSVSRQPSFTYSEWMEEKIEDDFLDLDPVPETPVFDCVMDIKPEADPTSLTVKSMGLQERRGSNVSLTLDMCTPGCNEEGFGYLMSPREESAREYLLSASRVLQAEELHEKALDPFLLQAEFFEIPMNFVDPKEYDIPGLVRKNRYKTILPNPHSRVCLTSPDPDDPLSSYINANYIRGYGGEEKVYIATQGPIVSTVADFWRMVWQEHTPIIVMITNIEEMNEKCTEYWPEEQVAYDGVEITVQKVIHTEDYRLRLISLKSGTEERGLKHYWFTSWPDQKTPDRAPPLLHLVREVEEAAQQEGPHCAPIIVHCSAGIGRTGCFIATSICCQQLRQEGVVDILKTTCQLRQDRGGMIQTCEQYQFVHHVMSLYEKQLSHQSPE
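material = STEP tyrosine phosphatase | reagent = fluorogenic phosphatase substrate OMFP at 25 µM final | doses = single compound dose of 20 µM, 1% DMSO final | schedule = 20 min reaction, room temperature, in the dark | measured by = fluorescence, 480/540 nm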
Rpn11 block: Rpn11 (human) deubiquitinase inhibition. AID 588493. hit rate 0.59% among 360,000. human 26S proteasome, Ub4-pepOG fluorescence polarization; 20S core pre-blocked with epoxomicin. calls only at 20 µM. O00487;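 active = inhibition at 20 µM, scaled to each plate's controls, above about 33%, limit read from the data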
DNMT1 inh: DNMT1 (human) enzyme inhibition | DNMT1 molecular beacon, Hinp1I cleavage, fluorescence | AID 588458 | P26358 | hit rate 0.83% among 360,000 | inhibition (reported as % activation of signal), % at 10 µM; in the data active = inhibition above about 50%
SKN-1 inh: blocks SKN-1 activity in C. elegans. C. elegans VP596 Pgst-4::GFP/RFP ratio, acrylamide-induced, 24 h. inhibition, % at 21.8 µM. hit rate 0.49% among 360,000;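 active = interference check ratio from 0.5 to 1.5 plus GFP to RFP signal ratio inhibition reaching or exceeding a fixed threshold, cut at about 30% in these data, passing the limit was not always enough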; note: some compounds called inactive have numbers as strong as hits
SUMO1-SIM PPI: modulators of human SUMO1-mediated protein-protein interactions; AID 602429; SUMO1 binding to a labelled peptide, TR-FRET, 1 h; hit rate 0.33% among 360,000; inhibition, % at 20 µM; in the data active = inhibition above about 37%
Target sequence (P63165 whole entry, looked up): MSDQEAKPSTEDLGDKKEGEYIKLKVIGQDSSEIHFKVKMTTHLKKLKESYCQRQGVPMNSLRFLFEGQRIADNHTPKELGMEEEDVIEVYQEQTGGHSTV
* hit, by the source's call; i = inactive; · = not tested or not shown; + = active, no number.

SMILES	MT1-MMP act inh	NadD block	CendR NRP1 mod	Scp1 inh	LMPTP inh	STEP block	Rpn11 block	DNMT1 inh	SKN-1 inh	SUMO1-SIM PPI
O=C(C[n+]1ccc(C(=O)c2ccccc2)cc1)Nc1ccccc1OC(F)F	-4	1	-3	83*	-1.6	-1	i	-2	7	-46
C[C@H](CO)N1C[C@H](C)[C@@H](CN(C)C(=O)Nc2ccc(C(F)(F)F)cc2)Oc2ccc(NC(=O)c3ccncc3)cc2C1=O	2	12	-1	77*	64*	52*	i	92*	-3	19
C[C@@H]1CN([C@@H](C)CO)C(=O)c2cc(NS(C)(=O)=O)ccc2O[C@@H](C)CCCCO[C@H]1CN(C)C(=O)Nc1ccc2c(c1)OCO2	-2	-1	-10	·	-1.8	1	i	5	-6	3
COc1ccc(C2NCCc3sccc32)cc1 (stereo not given)	-1	0	0	-1	-0.2	-1	i	0	2	-4
O=C(COc1ccccc1)NCCSc1ccccc1	-7	-7	5	-5	-0.5	1	i	4	7	0
CCOC(=O)c1cccc(NC(=O)c2cnccn2)c1	2	-3	-10	-4	-0.8	-5	i	4	11	-1
Cc1noc(C)c1COC(=O)c1cccnc1Cl	0	-1	-2	-10	-0.6	-7	i	0	4	2
CC(C)(C)c1ccc(C(=O)N2CCN(Cc3ccccc3)CC2)cc1	-1	-3	-2	-10	-0.7	2	i	2	-3	3
Fc1ccc(Nc2c(-c3ccco3)nc3ccccn23)cc1	10	1	4	-14	1.3	-2	i	-14	8	-1
Cc1cnc(C(=O)OCC(=O)c2ccc[nH]2)cn1	0	-1	-3	11	2.0	-2	i	6	-2	5
CCCCOC(=O)c1ccc(NC(=O)CSC2=Nc3ccccc3C3CC=NN23)cc1 (stereo not given)	1	0	-8	-18	10	0	i	-9	-15	-2
Cc1noc(C)c1COC(=O)C1CCN(C(=O)c2ccc(Cl)cc2)CC1	-1	1	-11	-2	-0.7	9	i	-1	-14	0
CC(=O)Nc1ccc(/C=C/c2nc(-c3ccccc3O)n[nH]2)cc1	1	-5	0	-11	2.2	-2	i	-8	2	-6
COCCNC(=O)C(c1ccco1)N(C(=O)Cn1nnc2ccccc21)c1cccc(C)c1C (stereo not given)	-5	1	8	-10	-1.3	1	i	1	0	-1
COc1ccc2c(Cl)c(C(N)=O)sc2c1	-3	-5	0	-7	-0.2	0	i	0	2	-3
CCN(CC(=O)Nc1ccc(NC(C)=O)cc1)C(=O)CCCSc1nc2ccccc2[nH]1	-2	-1	11	-1	-0.1	0	i	3	10	4
O=C(Cc1cccc(NC(=O)C2CCCN(C(=O)C3CCC3)C2)c1)Nc1ccc(C(=O)N2CCOCC2)cc1 (stereo not given)	3	-2	-1	-14	-1.6	-2	i	-2	2	6
CN1C=CC=C/C1=C1\SC(=S)N(N)C1=O	5	-7	0	-5	-2.3	-1	i	2	13	-16
COc1ccccc1NOC(=O)CCOc1ccccc1	3	-4	-1	-18	2.2	0	i	0	-11	1
Cc1onc(-c2ccccc2Cl)c1C(=O)Nc1ncn[nH]1	-1	1	17	-4	-1.7	4	i	1	4	0

2 of these compounds, reformatted:
molecule: O=C(C[n+]1ccc(C(=O)c2ccccc2)cc1)Nc1ccccc1OC(F)F
  MT1-MMP act inh = -4	NadD block = 1	CendR NRP1 mod = -3	Scp1 inh = 83*	LMPTP inh = -1.6	STEP block = -1	Rpn11 block = i	DNMT1 inh = -2	SKN-1 inh = 7	SUMO1-SIM PPI = -46

molecule: COc1ccccc1NOC(=O)CCOc1ccccc1
  MT1-MMP act inh = 3	NadD block = -4	CendR NRP1 mod = -1	Scp1 inh = -18	LMPTP inh = 2.2	STEP block = 0	Rpn11 block = i	DNMT1 inh = 0	SKN-1 inh = -11	SUMO1-SIM PPI = 1

(list continues)
SMILES	MT1-MMP act inh	NadD block	CendR NRP1 mod	Scp1 inh	LMPTP inh	STEP block	Rpn11 block	DNMT1 inh	SKN-1 inh	SUMO1-SIM PPI
CCOC(=O)c1ccc(NC(=O)CSc2ncccn2)cc1	-1	6	2	14	-2.3	8	i	15	24	2
O=C(Cn1cnc2c(OCc3ccccc3)ncnc21)NCCCN1CCCC1=O	1	-4	-6	-5	-2.3	-2	i	6	6	-2
Cn1cc(C(=O)c2ccc(Cl)cc2Cl)cc1C(=O)N/N=C(\N)COc1ccc(Cl)cc1	-4	32*	-1	11	3.8	0	i	-11	-2	-2
O=C(O)c1cnccn1	3	-2	-6	-9	-1.0	1	i	-1	10	-2
C=CCNC(=O)C1CC(=O)N(c2ccc(OCC(=O)Nc3c(C)cccc3C)cc2)C1 (stereo not given)	5	-2	12	-2	-1.0	-1	i	0	5	3
Cc1nc(SCC(=O)N(C)C2CCS(=O)(=O)C2)c2ccccc2n1 (stereo not given)	1	-3	8	2	0.2	-2	i	5	-5	-7
Cc1c(O)ccoc1=O	-24	1	7	-1	-1.2	-1	i	-2	9	1
CCc1noc(C)c1C(=O)Nc1nc(-c2cc(C)ccc2C)c(C)s1	-25	6	-1	-1	-0.6	-1	i	3	-15	-8
COc1ccc(C2c3cc(OC)c(OC)cc3CCN2C(=O)c2cccc([N+](=O)[O-])c2)cc1OC (stereo not given)	0	2	1	-7	-0.3	-1	i	-3	6	-27
O=C(c1cc(Cl)cc(Cl)c1)N1CCC(=O)N([C@H](COCc2ccccc2)Cc2ccccc2)CC1	-7	-2	-5	·	3.0	·	·	·	9	0
CSCCC(Nc1ncnc2ccc(Br)cc12)C(=O)O (stereo not given)	-4	2	0	-7	-0.1	0	i	-3	14	3
COc1ccccc1NC(=O)C(C)OC(=O)C1CCN(S(=O)(=O)c2ccc(C)c(C)c2)CC1 (stereo not given)	-4	-6	-7	-8	2.2	1	i	-11	5	5
C/C=C/C(=O)Nc1cccc(C(F)(F)F)c1	1	1	-15	-12	-1.7	0	i	4	5	1
CN(CC(=O)Nc1ccccc1Cl)C(=O)COC(=O)/C=C/c1ccc(C(F)(F)F)cc1	-1	-3	2	-8	1.0	0	i	0	20	-8
NS(=O)(=O)c1cc(Br)c2c(c1)S(=O)(=O)NCN2	-1	-1	0	·	-0.3	1	i	1	5	-1
O=C1NC(=S)S/C1=C\c1ccc(SCc2ccccc2)o1	-19	9	-155	31	6.6	12	+	82*	-2	7
Brc1ccc(-c2nnc3sc(CN4CCN(c5ccccc5)CC4)cn23)cc1	4	7	-3	-6	-0.1	-4	i	10	-2	0
CCCCn1nnnc1SCC(=O)Nc1sc2c(c1C#N)CCCC2	-7	-11	7	-8	4.2	-1	i	-5	-9	-1
CC(=O)N1c2ccc(S(=O)(=O)N3CCC(C(=O)N4CCCCC4)CC3)cc2CC1C (stereo not given)	2	-2	9	-6	-0.8	4	i	-1	1	4
CCOC(=O)c1ccoc1CSCc1ccc(C(=O)OC)o1	-9	0	-6	-5	6.3	2	i	-1	4	0
COc1ccc(C(O)P(=O)(OCC(C)C)OCC(C)C)c(OC)c1 (stereo not given)	-7	-3	1	-5	-0.7	-2	i	-2	7	-4
CCc1cccc(NC(=S)Nc2ccc(CN3CCOCC3)cc2)c1	3	-4	13	-2	1.0	2	i	-1	-2	10
Cc1n[nH]c(C)c1CCCCOc1ccccc1F	9	-5	1	-2	-1.3	2	i	0	-13	4
O=c1[nH]c(NCc2ccccc2)nc2c1CCCC2	0	3	-9	-2	-1.2	3	i	0	-9	-4
COc1ccc(CN(C)C(=O)/C=C/c2ccc(S(=O)(=O)N3CCCCCC3)cc2)cc1	-2	9	2	-6	5.1	1	i	-10	-7	-7
CS(=O)(=O)N1CCN(c2ccc(NC(=S)NC(=O)c3cccs3)cc2)CC1	1	-4	-20	-14	-0.2	1	i	-7	1	0
NS(=O)(=O)c1cc2c(cc1Cl)NC=NS2(=O)=O	2	-5	-5	-14	-1.6	1	i	3	2	3
CCN(c1cccc(C)c1)S(=O)(=O)c1ccc2c3c(cccc13)C(=O)N2	3	-4	1	1	-4.0	-6	i	3	-20	-18
O=[N+]([O-])c1ccccc1CN1CCN(S(=O)(=O)Cc2ccccc2)CC1	-2	-6	6	2	-0.7	0	i	1	-17	-11
O=C(Nc1ccc([N+](=O)[O-])cc1)Nc1ccc2c(c1)OCCO2	-2	-4	5	-4	1.0	5	i	0	0	-2
CCOc1ccc(NC(=O)CN2CCCC2c2cccs2)cc1S(=O)(=O)N1CCCCC1 (stereo not given)	1	4	-17	-2	0.9	0	i	-5	12	14
O=C(Nc1ccc2c(c1)OCO2)c1c(F)c(F)c(F)c(F)c1F	-4	-3	0	-4	0.4	2	i	0	18	0
C=CCNc1ncnc2c1ncn2[C@H]1CN(Cc2ccc3c(c2)OCO3)C[C@@H](CO)O1	1	0	3	·	-0.1	-2	i	-2	9	-1
COc1cc(Cl)c(S(=O)(=O)N2CCCC2)cc1Cl	3	-4	2	-12	-1.1	-2	i	0	12	5
O=C(CN(c1ccc2c(c1)OCCO2)S(=O)(=O)c1ccccc1)N1CCN(Cc2ccccc2)CC1	-5	-5	-3	-11	-0.1	1	i	-1	-1	0
COC(=O)C1CCN(C(=O)c2c(-c3ccccc3Cl)noc2C)CC1	-1	2	6	-4	-0.4	-1	i	4	-17	-2
COC(=O)c1ccccc1NC(=O)CN1CCOCC1	1	2	2	-6	-1.4	-3	i	8	-1	-3
CCC(=O)N1CCC(C)(C(=O)Nc2ccc3c(c2)OCO3)C1 (stereo not given)	1	3	-6	·	-1.1	3	i	-2	10	1
COc1cc(/C=N/N=C2/NC(=O)C(CC(=O)O)S2)ccc1OCc1ccc(Cl)cc1 (stereo not given)	-1	17	-21	59*	-1.0	-1	i	-2	-6	-3
COc1ccc2oc(C)c(C(=O)c3ccccc3)c2c1	-2	5	10	-11	1.3	3	i	0	1	0
CC[C@]1(C(=O)OC)[C@H]2C(=O)N(Cc3ccccc3)C(=O)[C@H]2[C@H]2CN=C(SC)N21	-2	-2	-6	4	0.3	0	i	6	-7	2
COc1ccc(OC)c(-c2c3cc(O)c(=O)cc-3oc3cc(O)c(O)cc23)c1	-31	39*	121	68*	78*	16	i	150*	69	25
Cc1ccccc1N1C(=O)CC(Sc2nnc(-c3ccccc3)o2)C1=O (stereo not given)	3	-1	9	-11	-0.4	2	i	0	15	-2
COc1ccc(N(C(=O)c2ccco2)C(C(=O)NC2CCCC2)c2cccnc2)c(OC)c1 (stereo not given)	-3	-5	10	-1	-0.5	-2	i	-1	17	2
COc1ccc(C(C(=O)NC2CCCC2)N(CC2CCCO2)C(=O)Cn2nnc(-c3ccc(C)o3)n2)cc1 (stereo not given)	1	-1	-7	-2	-0.2	-1	i	-2	14	2
O=C1CN(C(=O)COC(=O)/C=C/c2ccco2)c2ccccc2N1	-1	-5	-18	13	-0.2	0	i	5	-11	-14
